A549 viability – kills or reduces viability of A549 cells in Nrf2 counter-screen; Potency, µM (titrated, usually from 46 µM), inactives show top-dose activity change, negative = cytotoxicity, hits mostly inhibitors; actives 0.16% (n = 390,000); AID 504648; A549 ARE-Fluc cells, CellTiter-Fluor viability, 18-24 h; also: potency is read from the fitted curve at half-maximal effect; % is scaled to controls: 0 for no effect and ±100 for the full control effect
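A549 ARE_Fluc cells in 5% FBS OPTI-MEM were exposed to compounds in concentration-response for 18-24 h at 37 deg C. Viability was read by CellTiter-Fluor fluorescence (Ex 405/Em 525) after 30 min, before the luciferase read.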
S2 tox – reduces viability in counter-screen for ATXN expression inhibitors | S2 cells (HEK-293 line with an ATXN2-luciferase reporter) viability, CellTiter-Fluor protease fluorescence, 24 h | Potency, µM (titrated, usually from 56.7 µM), most hits filed as cytotoxic | actives 0.49% (n = 400,000) | AID 651635; also: potency is read from the fitted curve at half-maximal effect; nearly all actives have a fitted effect of over 40% in size
IL1B secr inh – blocks inflammasome-driven IL-1 beta release; THP-1 LPS/ATP IL-1B secretion, AlphaLISA, 16 h; stronger effect = lower value; activity change, % at 57.5 µM; actives 4.7% (n = 360,000); in the data active = activity change below about -50%; inconclusive = mostly about -30% to -49%; also: % is scaled to controls: 0 for no effect and ±100 for the full control effect
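Secreted IL-1B measured by AlphaLISA bead assay after 16 h compound exposure of THP-1 cells; compounds (final up to 57.5 uM) added 1 h before LPS (250 ng/mL) and ATP (1.25 mM) stimulation; lower signal means less secretion.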
Nrf2 inh – Nrf2 pathway inhibition; A549 ARE-Fluc reporter, luciferase luminescence, 18-24 h; Potency, µM (doses to about 46 µM), for the others: at the top dose activity change, negative = inhibition, most hits filed as inhibitors; actives 2.1% (n = 360,000); AID 504444; also: potency is read from the fitted curve at half-maximal effect; % is scaled to controls: 0 for no effect and ±100 for the full control effect; nearly all actives have a fitted effect of over 60% in size
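Two sequential reads on A549 ARE_Fluc cells exposed to compound for 18-24 h: a CellTiter-Fluor fluorescence read for viability, then a luciferase luminescence read for Nrf2/ARE activity.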
MCF10A rerep – DNA re-replication induction in MCF 10a cells | MCF 10A DNA re-replication, Hoechst nuclear intensity, 48 h | Potency, µM (top dose mostly 46.1 µM), without a hit: at the highest dose activity, positive = re-replication, most hits filed as activators | actives 2.9% (n = 350,000); also: potency is read from the fitted curve at half-maximal effect; % of control where 0% means no effect; nearly all actives have a fitted effect of over 50% in size
HepG2 tox – counter-screen for TGF-b inhibitors: cytotoxicity in HepG2 cells. actives 0.76% (n = 410,000). AID 588856. HepG2 CAGA-GFP viability, ATP luminescence, 18 h. Potency, µM (series often up to 46.1 µM), without a hit: at the top dose activity change, negative = cytotoxicity, hits mostly cytotoxic; also: potency is read from the fitted curve at half-maximal effect; some results filed as inactive show a strong effect at the top dose
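HepG2 CAGA-GFP cells (1000/well, DMEM with 1% FBS) received compound, then TGF-beta at 500 pg/mL final, and were incubated 18 hours at 37 degrees C. Viability was read by CellTiter-Glo luminescence. Media-only wells were set as complete cell-killing and DMSO as no toxicity.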
Nrf2 ARE act – Nrf2 pathway activation; AREc32 ARE-luciferase reporter (MCF7-derived line), luminescence, 24 h; actives 0.31% (n = 410,000); Potency, µM (highest dose often 46.1 µM), inactives show top-dose activation, most hits filed as activators; also: potency is read from the fitted curve at half-maximal effect; % of control where 0% means no effect; nearly all actives have a fitted effect of over 65% in size
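Quantitative high-throughput format: AREc32 reporter cells, 1000 per well, received compound by pin transfer and were incubated 24 hr at 37 deg C, 5% CO2, before Steady-Glo luminescence detection.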
TGFb inhibitor – inhibitors of TGF-b signaling; HepG2 CAGA-GFP TGF-b/SMAD3 reporter, GFP fluorescence, 18 h; TGF-beta stimulated, 500 pg/mL final; Potency, µM (titrated, usually from 46.1 µM), for the others: top-dose activity, negative = inhibition, actives largely listed as inhibitors; actives 1.2% (n = 410,000); AID 588855; also: potency is read from the fitted curve at half-maximal effect; % is scaled to controls: 0 for no effect and ±100 for the full control effect; nearly all actives have a fitted effect of over 65% in size
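TGF-beta reporter screen: HEPG2 CAGA-GFP, 1% FBS, 500 pg/mL TGF-beta final, 18 h; per-cell GFP summed per well; curves fitted and categorized by class.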
ATXN2 expr inh – ATXN2 expression inhibition; HEK-293 ATXN2-luciferase reporter, luminescence, 24 h; actives 0.72% (n = 360,000); Potency, µM (highest dose often 57 µM), without a hit: at the highest dose activity change, negative = inhibition, actives largely listed as inhibitors; also: potency is read from the fitted curve at half-maximal effect; % is scaled to controls: 0 for no effect and ±100 for the full control effect; nearly all actives have a fitted effect of over 55% in size
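ATXN2-luciferase reporter cells (luciferase flanked by upstream and downstream ATXN2 gene portions) were treated 24 h at 37 °C with compounds at up to 57 uM. SteadyGlo luminescence gave expression; GF-AFC fluorescence gave viability.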
* hit, by the source's call; i = inactive; u = inconclusive; x = no result given; [ ] = remark or other dose. Unless noted, calls follow the shape of the dose curve; as a rule, active = well fitted curve in the direction sought with a large enough effect; inconclusive = small, poorly fitted or top-dose-only effect, or another doubt; inactive = no such curve, though single readings can be large; an effect the other way counts as inactive or inconclusive.

SMILES	A549 viability	S2 tox	IL1B secr inh	Nrf2 inh	MCF10A rerep	HepG2 tox	Nrf2 ARE act	TGFb inhibitor	ATXN2 expr inh
O=C(Nc1cnn(Cc2c(Cl)cccc2Cl)c1)c1ccc([N+](=O)[O-])cc1	-29%	u	-8	u	-6%	-27%	0.4%	-13%	-10%
Cc1cccc(CC(=O)NCCS(=O)(=O)N2CCN(c3cccc(Cl)c3)CC2)c1	2%	i	-2	-10%	2%	-7%	2.1%	-4%	-3%
CCOc1ccc(C(=O)NCC(=O)NNC(=O)c2cc(C)oc2C)cc1OCC	2%	i	5	16%	-9%	5%	-0.5%	-8%	-2%
CCc1cc(C(=O)N2CCN(C(=O)c3ccco3)CC2)sc1C	0%	i	-4	-31%	-1%	3%	-0.5%	-6%	3%
Nc1ccc(NC(=O)c2ccc(C(=O)Nc3ccc(N)cc3)cc2)cc1	-7%	i	3	2%	-1%	-24%	0.1%	3%	2%
CC(O)Cc1nsc(NC(=O)c2cccs2)n1 (stereo not given)	7%	i	15	u	2%	-4%	4.7%	4%	12%
O=C(NC1CC1)c1cc2ccccc2o1	-2%	i	-5	0%	1%	-3%	0.4%	-10%	14%
CN1CCN(C(=S)NC(=O)c2cccc(S(=O)(=O)N(C)C)c2)CC1	-3%	i	-2	12%	-29%	12%	0.2%	5%	-16%[2.22 µM]
COc1cc2c(cc1NC(=O)CN1CCN(S(=O)(=O)c3ccc(C)cc3)CC1)oc1ccccc12	13%	u	-16	u	-1%	6%	0.4%	-4%	9%
N#Cc1cc(Oc2cccc3cccnc23)c(-n2nnc3ccccc32)cc1C#N	-13%	i	-59*	x	14µM*	-94%	-3.5%	6.3µM*	u
CCN(c1cc(C)cc(C)c1)S(=O)(=O)c1nnc(NC(=O)C(C)C)s1	2%	i	3	1%	-36%[inhibitor]	-4%	-0.4%	-11%	15%
CCCN1C(=O)C(O)(C2COC(C)(C)CC2=O)c2ccccc21 (stereo not given)	-2%	i	11	8%	-5%	3%	0.2%	-26%	-8%
S=C(Nc1cccc2ccccc12)N1CCN(c2ncccn2)CC1	-9%	i	26	-4%	2%	0%	3.7%	0%	29%
COc1ccc(NC(=O)/C(=C\c2ccc(OC)c(OC)c2)NC(=O)c2ccco2)cc1	-10%	i	0	10%	-2%	3%	-0.4%	7%	3%
Cc1nc(=O)c(-c2ccccc2)c(C)n1-c1ccc(S(N)(=O)=O)cc1	-3%	i	15	2%	2%	1%	1.6%	2%	5%

10 structures out of the list, ordered by heavy-atom count, low to high:
SMILES	A549 viability	S2 tox	IL1B secr inh	Nrf2 inh	MCF10A rerep	HepG2 tox	Nrf2 ARE act	TGFb inhibitor	ATXN2 expr inh
O=C(NC1CC1)c1cc2ccccc2o1	-2%	i	-5	0%	1%	-3%	0.4%	-10%	14%
CC(O)Cc1nsc(NC(=O)c2cccs2)n1 (stereo not given)	7%	i	15	u	2%	-4%	4.7%	4%	12%
CCCN1C(=O)C(O)(C2COC(C)(C)CC2=O)c2ccccc21 (stereo not given)	-2%	i	11	8%	-5%	3%	0.2%	-26%	-8%
CN1CCN(C(=S)NC(=O)c2cccc(S(=O)(=O)N(C)C)c2)CC1	-3%	i	-2	12%	-29%	12%	0.2%	5%	-16%[2.22 µM]
S=C(Nc1cccc2ccccc12)N1CCN(c2ncccn2)CC1	-9%	i	26	-4%	2%	0%	3.7%	0%	29%
O=C(Nc1cnn(Cc2c(Cl)cccc2Cl)c1)c1ccc([N+](=O)[O-])cc1	-29%	u	-8	u	-6%	-27%	0.4%	-13%	-10%
Cc1cccc(CC(=O)NCCS(=O)(=O)N2CCN(c3cccc(Cl)c3)CC2)c1	2%	i	-2	-10%	2%	-7%	2.1%	-4%	-3%
N#Cc1cc(Oc2cccc3cccnc23)c(-n2nnc3ccccc32)cc1C#N	-13%	i	-59*	x	14µM*	-94%	-3.5%	6.3µM*	u
COc1ccc(NC(=O)/C(=C\c2ccc(OC)c(OC)c2)NC(=O)c2ccco2)cc1	-10%	i	0	10%	-2%	3%	-0.4%	7%	3%
COc1cc2c(cc1NC(=O)CN1CCN(S(=O)(=O)c3ccc(C)cc3)CC1)oc1ccccc12	13%	u	-16	u	-1%	6%	0.4%	-4%	9%

A draw from above in order of length of the SMILES, rising:
SMILES	A549 viability	S2 tox	IL1B secr inh	Nrf2 inh	MCF10A rerep	HepG2 tox	Nrf2 ARE act	TGFb inhibitor	ATXN2 expr inh
CC(O)Cc1nsc(NC(=O)c2cccs2)n1 (stereo not given)	7%	i	15	u	2%	-4%	4.7%	4%	12%
CCc1cc(C(=O)N2CCN(C(=O)c3ccco3)CC2)sc1C	0%	i	-4	-31%	-1%	3%	-0.5%	-6%	3%
CN1CCN(C(=S)NC(=O)c2cccc(S(=O)(=O)N(C)C)c2)CC1	-3%	i	-2	12%	-29%	12%	0.2%	5%	-16%[2.22 µM]

Continued.
SMILES	A549 viability	S2 tox	IL1B secr inh	Nrf2 inh	MCF10A rerep	HepG2 tox	Nrf2 ARE act	TGFb inhibitor	ATXN2 expr inh
CCCCNC(=O)CCNC(=O)c1ccc(C(C)(C)C)cc1	0%	i	0	7%	-1%	-23%	0.1%	6%	20%
COc1ccc(-c2csc(NC(=O)CS(=O)(=O)c3ccccc3)n2)cc1	-1%	i	-23	u	19%	0%	2.5%	0%	-11%
CCC(=O)c1ccc(OCc2ccc(C#N)cc2)cc1	3%	i	-9	u	12%	2%	2.2%	10%	15%
CCCCNC(=O)C1(C)CCCCN1C(=O)c1c(F)ccc(C)c1F (stereo not given)	x	i	8	x	x	1%	-0.9%	1%	8%
CCOC(=O)c1[nH]c(C)c(C(=O)OCC(=O)NC2CCS(=O)(=O)C2)c1C (stereo not given)	1%	i	19	4%	20%	-5%	0.9%	0%	16%
Cc1cc(C(F)(F)F)nn1CC(=O)Nc1ccc(Br)c2cccnc12	0%	i	-9	16%	-5%	-3%	-0.6%	11%	1%
Cc1ccccc1Cc1c(C)nc2nc(SCC(=O)NCCc3ccc(Cl)cc3)nn2c1C	0%	u	x	-15%[9.27 µM]	x	-6%	-0.2%	0%	8%
Cc1ccc(NC(=O)N2CCN(C(=O)C3CCCO3)CC2)cc1 (stereo not given)	3%	i	-4	7%	18%	-5%	0.1%	-3%	8%
O=C(NC1CCCCC1)c1ccc2c(c1)S(=O)(=O)c1ccccc1C2=O	11%	i	-17	14%	1%	-22%	-0.3%	u	8%
Cc1cc2nsnc2c(S(=O)(=O)N2CCN(C)CC2)c1C	-3%	i	1	-24%	-6%	-6%	0.0%	2%	-25%
COc1ccc(CC(=O)OCC(=O)N2CCCC(C)C2)cc1 (stereo not given)	1%	i	5	0%	-1%	-7%	2.8%	1%	-14%
Cc1ccc(O)c(C(=O)c2cnc3c(c2)CN(C)C(=O)N3)c1	0%	i	-10	x	u	-7%	-0.4%	14%	2%

Compound activity (PubChem BioAssay)
